High-throughput results as filed in PubChem BioAssay.
SIRT5 block – inhibitors of human sirtuin-5 desuccinylase. Purified SirT5, succinyl-peptide AMC, trypsin-coupled fluorescence. 330,000 compounds, 1.1% hits. AID 652115. inhibition, % at 15 µM. Q9NXA8; in the data active means inhibition above about 15%
Target sequence (Q9NXA8 whole entry, looked up): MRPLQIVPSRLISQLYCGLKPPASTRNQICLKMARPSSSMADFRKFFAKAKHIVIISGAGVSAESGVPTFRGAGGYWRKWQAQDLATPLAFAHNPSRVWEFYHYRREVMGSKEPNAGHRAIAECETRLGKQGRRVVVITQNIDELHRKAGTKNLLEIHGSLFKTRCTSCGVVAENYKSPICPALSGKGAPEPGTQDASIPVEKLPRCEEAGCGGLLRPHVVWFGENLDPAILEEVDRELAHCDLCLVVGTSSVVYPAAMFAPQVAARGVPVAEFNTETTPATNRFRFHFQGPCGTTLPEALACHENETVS
S100A4 MyoIIA – inhibitors of human S100A4 binding to myosin IIA peptide; 360,000 compounds, 0.14% hits; S100A4/TAMRA-MyoIIA peptide fluorescence polarization; inhibition, % at 10.7 µM;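 active means mean inhibition of at least 70% across replicates, with every replicate also reaching that level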
Target sequence (P26447 whole entry, looked up): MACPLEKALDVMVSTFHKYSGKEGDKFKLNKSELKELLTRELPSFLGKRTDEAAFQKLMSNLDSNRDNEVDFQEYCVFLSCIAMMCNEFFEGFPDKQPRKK
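Compound dosing: one dose per compound; test system: human S100A4 monomer with TAMRA-labelled myosin IIA peptide; probe or stimulus: TAMRA-labelled myosin IIA heavy-chain peptide probe, 5 nM; medium: HEPES buffer with Ca2+, pH 7.2; schedule: 5 min incubation before reading; benchmarks: neutral control DMSO, positive control TFP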
esBAF inh – inhibitors of esBAF chromatin remodeling in mouse ES cells; Bmi1-luciferase knock-in reporter, 24 h; 100% = twice the neutral-well signal; reporter increase, % at 12.5 µM; AID 602393; 350,000 compounds, 2% hits; in the data active means activation above about 40%;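 further: 0% = median of the plate's neutral control wells and 100% = double that signal; a rise in the Bmi1 reporter signal indicates esBAF inhibition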
Casp6 inh – blocks human caspase-6 cleavage activity. purified caspase-6, Z-VEID-R110 cleavage fluorescence. 350,000 compounds, 0.53% hits. inhibition, % at 12.5 µM. P55212;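 active means mean inhibition across replicates at least about 35%, with every replicate also reaching that limit, limit read from the data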;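 further: 0% = median of neutral control wells and 100% = no fluorescence left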
Target sequence (P55212 24-179 limits assumed): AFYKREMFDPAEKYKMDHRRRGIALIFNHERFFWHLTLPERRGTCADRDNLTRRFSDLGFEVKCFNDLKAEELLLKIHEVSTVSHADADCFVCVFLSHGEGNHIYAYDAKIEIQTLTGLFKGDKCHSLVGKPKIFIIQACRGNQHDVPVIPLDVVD
Target sequence (P55212 194-293 limits assumed): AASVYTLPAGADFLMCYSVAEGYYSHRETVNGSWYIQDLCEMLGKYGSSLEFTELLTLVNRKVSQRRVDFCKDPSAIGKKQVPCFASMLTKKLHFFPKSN
LGR2 antag – Drosophila LGR2 receptor signaling inhibition; 380,000 compounds, 0.35% hits; inhibition, % at 9.99 µM; HEK293 LGR2, CRE-luciferase, bursicon-stimulated, 4 h;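 active means drop in luminescence signal, shown as inhibition above about 50% in the replicate tests, limit read from the data, passing the limit was not always enough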;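 further: agonist challenge used bursicon conditioned medium at about half maximal strength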
FN deposit inh – fibronectin deposition inhibition; AH1F fibroblasts, Alexa488-fibronectin deposition fluorescence, overnight; inhibition, % at 12.6 µM; 350,000 compounds, 0.086% hits; AID 743247;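 active means mean inhibition across replicates of 30% or more, regardless of how many single replicates reach that level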;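 further: positive control wells lacked labelled fibronectin entirely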
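Schedule: 1 h cell adhesion before compound, then overnight fibronectin incubation; test system: AH1F fibroblast monolayer depositing Alexa488-labelled fibronectin into matrix; quantity: 10000 AH1F cells per well; probe or stimulus: fluorescent fibronectin at 24 nM final; signal: fluorescence, ex 485 nm, em 525 nm; evaluation: percent inhibition as loss of matrix-bound fibronectin fluorescence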
C2C12 statin – protects C2C12 myotubes from simvastatin toxicity. ATP luminescence, 48 h; scaled: DMSO 0, geranylgeraniol control 100. rescue of ATP level, % at 7.49 µM. 330,000 compounds, 0.78% hits. AID 602340;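 active means mean ATP rescue above about 67%, or every replicate alone reaching that limit, limit read from the data, passing the limit was not always enough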;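 further: myotubes were challenged with 10 µM simvastatin during compound exposure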
Numbers without * were called inactive; nt = no result given.

#1 CC1CCCN(CCCNC(=O)CN2C(=O)COc3ccccc32)C1 (configuration not stated)
#2 COc1ccc(OC)c(S(=O)(=O)N2CCC(C(=O)N(C)Cc3ccccc3)CC2)c1
#3 COc1ccc(-c2cc(NC=O)c3ncc(-c4cccc(C(=O)NCCN(C)C)c4)n3c2)c(OC)c1
#4 NC(=O)CSc1nnc(NC(=O)c2ccc3ccccc3c2)s1
#5 CC(C)Cc1nc2oc3c(NCc4cccnc4)ncnc3c2c2c1CCC2
#6 Cn1cc(CN2CCc3sccc3C2)c(-c2ccccc2F)n1
screen / no.,1,2,3,4,5,6
SIRT5 block,-3,1,-2,4,10,2
S100A4 MyoIIA,-3,0,-11,-5,1,-6
esBAF inh,-2,-4,3,nt,3,-2
Casp6 inh,-2,3,-64,2,-4,-3
LGR2 antag,8,-10,-12,-23,-4,3
FN deposit inh,10,16,nt,3,8,-7
C2C12 statin,-2,9,17,nt,-8,-1

#7 CC(/C=N/NC(=O)c1cc(-c2ccc(C)s2)[nH]n1)=C\c1ccccc1
#8 COc1cc(/C=C2\C(=O)NN(c3ccccc3)C2=O)cc([N+](=O)[O-])c1O
#9 COC(=O)c1c(NC(=O)CC2SC(N)=NC2=O)sc2c1CCCC2 (configuration not stated)
#10 O=C(NCc1ccccc1C(F)(F)F)C1CC(c2ccccc2[N+](=O)[O-])=NO1 (configuration not stated)
#11 O=S(=O)(c1cccs1)N1CCCCN2[C@H](C1)[C@H](c1ccc(Br)cc1)[C@@H]2CO
#12 C[C@H]1CCCCO[C@@H](CN(C)C(=O)CCCN(C)C)[C@@H](C)CN([C@@H](C)CO)C(=O)c2cc(NC(=O)Nc3ccccc3)ccc2O1
screen / no.,7,8,9,10,11,12
SIRT5 block,0,8,-1,-2,4,-2
S100A4 MyoIIA,-1,-2,-7,-3,0,3
esBAF inh,nt,nt,nt,3,1,2
Casp6 inh,0,27,2,7,1,-1
LGR2 antag,-14,-10,nt,3,12,-23
FN deposit inh,12,nt,nt,-3,nt,7
C2C12 statin,nt,nt,nt,10,-10,nt

#13 CNC(=O)C[C@@H]1CC[C@H]2[C@@H](COc3ccc(NC(=O)Nc4ccccc4)cc3C(=O)N2C)O1
#14 CCS(=O)(=O)c1ccc(O)c(NC(=O)COc2ccc(Br)cc2)c1
#15 CC(NC(=O)c1ccccc1)c1nnc(SCc2nc3ccccc3c(=O)[nH]2)n1C (configuration not stated)
#16 Cc1cccc2sc(NC(=O)c3ccc(NS(=O)(=O)c4cccs4)cc3)nc12
#17 O=C(COC(=O)C12CC3CC(CC(O)(C3)C1)C2)N1CCN(S(=O)(=O)c2ccc(Cl)cc2)CC1
#18 COCCCNC(=S)N1CCCN(c2nc3cc(C)ccc3cc2C#N)CC1
screen / no.,13,14,15,16,17,18
SIRT5 block,5,0,-8,nt,nt,-3
S100A4 MyoIIA,4,0,1,nt,nt,-1
esBAF inh,3,-8,-8,9,-1,nt
Casp6 inh,7,0,-2,nt,nt,2
LGR2 antag,-1,-2,8,3,nt,10
FN deposit inh,-4,3,4,3,8,0
C2C12 statin,-5,-4,6,-3,-3,nt

#19 C[C@@H]1CCCCO[C@@H](CN(C)S(=O)(=O)c2ccccc2)[C@H](C)CN([C@H](C)CO)C(=O)c2cc(NC(=O)Nc3ccc(F)cc3)ccc2O1
#20 C[C@@H]1CCCCO[C@@H](CN(C)S(=O)(=O)c2ccc(Cl)cc2)[C@H](C)CN([C@@H](C)CO)C(=O)c2cc(NC(=O)CCC(F)(F)F)ccc2O1
#21 CC1CC(C)CN(S(=O)(=O)c2ccc(NC(=O)C3COc4ccccc4O3)cc2)C1 (configuration not stated)
#22 COc1ccc(S(=O)(=O)c2cnc3ccc(OC)cc3c2N2CCC3(CC2)OCCO3)cc1
#23 COc1ccc(N(Cc2ccccc2)S(=O)(=O)c2cccc(C(=O)Nc3ncccc3C)c2)cc1
#24 COc1ccc(CCNc2oc(-c3ccc(C)cc3)nc2C#N)cc1OC
screen / no.,19,20,21,22,23,24
SIRT5 block,-3,4,3,nt,-5,nt
S100A4 MyoIIA,12,8,1,2,-3,-6
esBAF inh,11,8,1,nt,-1,5
Casp6 inh,0,1,-1,4,-1,5
LGR2 antag,14,4,-7,nt,-1,16
FN deposit inh,nt,7,-8,2,-2,-22
C2C12 statin,nt,nt,0,nt,9,-1

#25 CC1CCC(NC(=O)CN(C)S(=O)(=O)c2cnc[nH]2)CC1 (configuration not stated)
#26 O=C(C[C@@H]1C=C[C@H](NS(=O)(=O)c2ccc(F)cc2)[C@H](CO)O1)N1CCc2ccccc2C1
#27 CC1(Cc2cccc(F)c2)C(=O)Nc2ccc(-c3cccnc3)cc21 (configuration not stated)
#28 CCCCCCCCN1C(=O)[C@H](CC(=O)N2CCN(C(=O)c3ccco3)CC2)C[C@@]2(C(=O)OC)CC(C)(C)CC=C12
#29 COCC(=O)N1CC[C@@H]2[C@@H](CO)Nc3ccc(-c4cccc(C#N)c4)cc3[C@@H]21
#30 Cc1cc(Nc2cccc(F)c2)nc(N2CCOCC2)n1
screen / no.,25,26,27,28,29,30
SIRT5 block,-4,-4,nt,nt,-1,1
S100A4 MyoIIA,0,3,4,7,-20,1
esBAF inh,nt,-4,-7,nt,-1,nt
Casp6 inh,-5,0,2,4,10,-2
LGR2 antag,-19,16,19,-19,-2,nt
FN deposit inh,-10,-3,10,-4,5,-2
C2C12 statin,nt,1,14,nt,7,nt

#31 Cn1c(=O)oc2cc(S(=O)(=O)NCc3ccncc3)ccc21
#32 CCCCCC(=O)Nc1cccc(C2=NOC3(C2)C[C@H](C(N)=O)N(C(=O)CCCCC)C3)c1 (some centres not stated)
#33 CC1CCN(C(=O)c2cc(F)c(F)cc2Cl)CC1
#34 COc1cccc(C(C(=O)NCc2ccccc2)N2CCN(c3cccc(C)c3C)CC2)c1OC (configuration not stated)
#35 CC(=O)Nc1ccc2c(c1)-c1ccc(F)cc1C2=O
#36 Cc1ccc2nc(C(F)OC(F)(F)F)[nH]c2c1 (configuration not stated)
screen / no.,31,32,33,34,35,36
SIRT5 block,nt,2,nt,-2,nt,nt
S100A4 MyoIIA,nt,1,nt,2,1,nt
esBAF inh,-14,5,-9,nt,nt,6
Casp6 inh,nt,2,nt,-2,-1,nt
LGR2 antag,nt,-15,nt,12,5,nt
FN deposit inh,0,1,-15,3,13,4
C2C12 statin,-13,3,135*,nt,nt,2

In the list so far, 2 have an aryl thioether with sulfur outside any ring.
#4 NC(=O)CSc1nnc(NC(=O)c2ccc3ccccc3c2)s1
#15 CC(NC(=O)c1ccccc1)c1nnc(SCc2nc3ccccc3c(=O)[nH]2)n1C (configuration not stated)
screen / no.,4,15
SIRT5 block,4,-8
S100A4 MyoIIA,-5,1
esBAF inh,nt,-8
Casp6 inh,2,-2
LGR2 antag,-23,8
FN deposit inh,3,4
C2C12 statin,nt,6

More records
#37 CC1=CC(C)(C)Nc2ccc(OC(=O)CCN3C(=O)c4ccccc4C3=O)cc21
#38 O=C(C1CC(c2ccccc2O)=NO1)N1CCCCC1 (configuration not stated)
#39 Cc1nn(C)c(Cl)c1CN1CCC(Oc2ccc(C(=O)N3CCCC3)cc2)CC1
#40 C[C@H]1CCCCO[C@@H](CN(C)C(=O)C2CCCCC2)[C@@H](C)CN([C@@H](C)CO)C(=O)c2cc(NS(C)(=O)=O)ccc2O1
#41 COC(=O)c1c(NC(=O)/C=C/C(=O)O)sc(C)c1-c1ccc(C(C)C)cc1
#42 COc1ccccc1S(=O)(=O)c1c(C)cc(C)[nH]c1=O
screen / no.,37,38,39,40,41,42
SIRT5 block,-6,0,-1,-7,5,1
S100A4 MyoIIA,-6,-3,2,2,-1,-2
esBAF inh,nt,11,-6,3,nt,-10
Casp6 inh,-1,0,-2,-1,37*,2
LGR2 antag,nt,-27,1,17,-5,15
FN deposit inh,4,nt,-8,nt,nt,-4
C2C12 statin,nt,2,12,-15,nt,2

#43 O=C(CCS(=O)(=O)c1ccccc1)N(CCCN1CCOCC1)c1nc2ccc(F)cc2s1
#44 OCCC#Cc1ccc(CN2CCN(Cc3ccccc3)C(CCO)C2)cc1 (configuration not stated)
#45 CC(C)(C)c1ccc(OCCOCCn2cnc3ccccc3c2=O)cc1
#46 CC(=O)Oc1ccc(-c2nc3ccccc3c(=O)o2)cc1
#47 NS(=O)(=O)c1ccc(CCNS(=O)(=O)c2cccc(C(=O)O)c2)cc1
#48 CCOC(=O)c1nc(-c2ccc(OC)c(OC)c2)cnc1C#N
screen / no.,43,44,45,46,47,48
SIRT5 block,5,nt,-6,0,-5,-3
S100A4 MyoIIA,-2,-5,-7,8,-2,-3
esBAF inh,-6,nt,nt,-7,-6,nt
Casp6 inh,2,1,2,3,5,0
LGR2 antag,-27,8,-8,15,-1,-12
FN deposit inh,nt,nt,1,-3,-7,9
C2C12 statin,-22,nt,nt,-2,-2,nt

Looked up above:
#6 @ Casp6 inh = -3
#13 @ esBAF inh = 3
#45 @ FN deposit inh = 1
#10 @ esBAF inh = 3

Carrying on.
#49 Cc1ccc(CC(NC(=O)c2ccccc2)C(=O)NC(CC(C)C)C(=O)O)cc1 (configuration not stated)
#50 COC(=O)c1cccc(NC(=O)Cn2cnc3ccccc3c2=O)c1
#51 CC1=NN(c2ccccc2)C(=O)/C1=C\c1cn(C)c2ccccc12
#52 Cc1noc(C)c1S(=O)(=O)N(C)C[C@@H]1OCCCC[C@H](C)Oc2ccc(NS(C)(=O)=O)cc2C(=O)N([C@H](C)CO)C[C@@H]1C
#53 Cc1ccc2c(c1)sc1nc(=O)n(-c3ccc(Cl)cc3)c(=O)n12
#54 O=C1C=C(O)c2cccc3cccc1c23
screen / no.,49,50,51,52,53,54
SIRT5 block,-2,3,-3,-1,nt,1
S100A4 MyoIIA,4,-1,-5,6,nt,-4
esBAF inh,nt,10,4,10,23,1
Casp6 inh,1,2,0,0,nt,12
LGR2 antag,19,-17,-17,12,nt,2
FN deposit inh,15,nt,-1,nt,-10,4
C2C12 statin,nt,7,8,nt,-8,10

#55 CCOC(=O)/C(=N/O)C1=NC(C)(C)Cc2cc(C)c(C)cc21
#56 CC12C=CC3(O1)C(C(=O)N1CCCOC13)C2C(=O)O (configuration not stated)
#57 O=C1OCCC1Sc1nnc(-c2ccccc2Cl)n1Cc1ccccc1 (configuration not stated)
#58 COc1ccc(NC(=O)N[C@@H]2CC[C@H](CCNC(=O)c3cc(Cl)cc(Cl)c3)O[C@@H]2CO)cc1
#59 C[C@@H]1CN([C@@H](C)CO)S(=O)(=O)c2ccc(C#CC(C)(C)O)cc2O[C@H]1CN(C)CC1CCCC1
#60 Cc1ccc(NC2=NCCCCC2)cc1
screen / no.,55,56,57,58,59,60
SIRT5 block,-2,1,10,-4,2,nt
S100A4 MyoIIA,-1,-1,-5,2,0,nt
esBAF inh,3,-1,nt,1,-9,0
Casp6 inh,-1,0,-9,-3,3,nt
LGR2 antag,-8,12,-3,3,3,nt
FN deposit inh,-1,-5,-1,nt,7,2
C2C12 statin,5,-4,nt,6,-91,-12

#61 CCN(CC)CCn1c(=O)n(-c2ccc(Cl)cc2)c(=O)c2c3c(sc21)CN(C)CC3
#62 Cc1noc(C)c1NC(=O)N[C@H]1C=C[C@H](CC(=O)N2CCN(C)CC2)O[C@H]1CO
#63 CC1(c2nnnn2Cc2ccccc2)CCC(=O)N1CCCn1ccnc1 (configuration not stated)
#64 C[C@@H]1CN([C@@H](C)CO)S(=O)(=O)c2ccc(-c3cccnc3)cc2O[C@@H]1CN(C)C(=O)C1CCC1
#65 Cc1ccccc1C(=O)NCCN=C1NS(=O)(=O)c2ccccc21
screen / no.,61,62,63,64,65
SIRT5 block,0,1,-1,-4,2
S100A4 MyoIIA,4,1,-2,2,-8
esBAF inh,nt,0,nt,0,0
Casp6 inh,-21,2,-1,1,-2
LGR2 antag,-15,2,6,-10,-11
FN deposit inh,-10,nt,7,-7,nt
C2C12 statin,nt,-7,nt,-11,nt

The list is partial (hit frequency here may not be typical).
